CRFR2-BP ag: agonists of human CRF-binding protein/CRF-R2 receptor complex; hit rate 0.46% among 350,000; activation, % at 13.2 µM; HEK293 CRF-R2/CRF-BP, calcium dye fluorescence (FLIPR); percent of saturating CRF peptide response;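 active = activation of at least 50%, plus an integration ratio under a set limit after plate pattern correction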;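 also: plate controls were neutral control wells without compound for no effect and CRF at EC100 for full effect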
CHRM4 antagonist: antagonists of human muscarinic M4 receptor (CHRM4). P08173. CHO-hM4 cells, ACh EC80, Fluo-8 calcium fluorescence. inhibition, % at 3 µM. hit rate 0.73% among 360,000. AID 624125;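 active = inhibition above its plate's cutoff, the mean inhibition of sample wells plus 3 SD, cut at about 27% in these data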;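 also: 0% = acetylcholine EC80 with DMSO and 100% = DMSO without agonist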
Target sequence (P08173 whole entry, looked up): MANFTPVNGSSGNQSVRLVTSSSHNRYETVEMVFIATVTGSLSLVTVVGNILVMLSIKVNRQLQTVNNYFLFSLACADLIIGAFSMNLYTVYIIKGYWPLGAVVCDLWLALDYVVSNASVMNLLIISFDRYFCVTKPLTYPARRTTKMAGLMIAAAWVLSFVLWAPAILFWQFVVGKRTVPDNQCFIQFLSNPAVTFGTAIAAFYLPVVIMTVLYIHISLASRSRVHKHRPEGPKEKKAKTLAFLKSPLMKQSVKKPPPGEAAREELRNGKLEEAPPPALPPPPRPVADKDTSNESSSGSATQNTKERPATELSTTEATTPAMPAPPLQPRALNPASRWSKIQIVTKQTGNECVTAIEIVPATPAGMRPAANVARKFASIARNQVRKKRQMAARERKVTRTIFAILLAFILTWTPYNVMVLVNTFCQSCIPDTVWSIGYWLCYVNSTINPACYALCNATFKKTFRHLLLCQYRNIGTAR
CHRM5 antagonist: CHRM5 antagonism in calcium assay; CHO-hM5 cells, Fluo-8 calcium fluorescence, ACh EC80; inhibition, % at 3 µM; hit rate 0.59% among 360,000;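 active = inhibition above a per-plate cutoff, the mean of that plate's test compounds plus 3 SD, cut at about 27% in these data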;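 also: 0% = acetylcholine EC80 with DMSO and 100% = DMSO without agonist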
Target sequence (P08912 whole entry, looked up): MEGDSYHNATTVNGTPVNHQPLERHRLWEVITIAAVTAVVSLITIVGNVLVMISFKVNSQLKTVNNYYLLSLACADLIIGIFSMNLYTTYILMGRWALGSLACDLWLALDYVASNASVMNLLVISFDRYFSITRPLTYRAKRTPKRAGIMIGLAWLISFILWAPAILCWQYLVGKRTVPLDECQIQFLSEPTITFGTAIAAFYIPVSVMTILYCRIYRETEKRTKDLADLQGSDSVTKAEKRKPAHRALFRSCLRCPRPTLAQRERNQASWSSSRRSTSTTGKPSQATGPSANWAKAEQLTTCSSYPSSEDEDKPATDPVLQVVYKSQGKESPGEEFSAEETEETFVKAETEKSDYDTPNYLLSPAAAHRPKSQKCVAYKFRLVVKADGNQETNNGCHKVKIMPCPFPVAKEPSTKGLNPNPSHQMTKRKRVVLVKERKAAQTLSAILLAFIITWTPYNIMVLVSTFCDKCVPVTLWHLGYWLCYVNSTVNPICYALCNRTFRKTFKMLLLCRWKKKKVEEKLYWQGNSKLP
M5 PAM: CHRM5 positive allosteric modulation; P08912; CHO-K1 hM5, Fluo-8 calcium, ACh EC20 PAM; 0% = ACh EC20, 100% = ACh EC100; activation, % at 3 µM; hit rate 0.3% among 360,000;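 active = activation above the run cutoff, the mean activation of all test compounds plus 3 SD, cut at about 18% in these data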
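Test system: CHO-K1 hM5 cells / Doses: single-point, 3 µM nominal / Times: Post-acetylcholine fluorescence recording 140 s / Technique: Fluo-8 calcium fluorescence / Measure: Max/basal fluorescence ratio as % of EC20–EC100 ACh window / Benchmarks: low control EC20 acetylcholine (0%), high control EC100 acetylcholine (100%) / Replicates: one well per compound, no replicates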
M4 ag: agonists of human muscarinic M4 receptor (CHRM4); hit rate 0.14% among 360,000; P08173; CHO-K1 hM4/Gqi5, Fluo-8 calcium fluorescence; vehicle 0%, full acetylcholine response 100%; activation, % at 3 µM;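 active = activation above the run mean over all test wells plus 3 SD, cut at about 32% in these data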;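 also: peak over basal fluorescence ratio per well then scaled between controls; 0% = DMSO wells and 100% = acetylcholine at EC100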
CRFBP-R2 block: blocks CRF-induced signaling of the CRF-BP/CRF-R2 complex; HEK293 CRF-R2/CRF-BP, CRF-induced calcium fluorescence; inhibition, % at 11.8 µM; hit rate 0.59% among 350,000;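 active = inhibition of the ligand-induced calcium signal above about 50% at the single tested concentration, limit read from the data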
CHRM5 agonist: agonists of human muscarinic M5 receptor (CHRM5). CHO-K1 hM5 cells, Fluo-8 calcium fluorescence; 0% DMSO wells, 100% maximal acetylcholine response. activation, % at 3 µM. hit rate 0.19% among 360,000;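 active = activation above the run's mean over test compounds plus 3 SD, cut at about 23% in these data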;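 also: signal is peak over basal fluorescence ratio across the kinetic read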
IDE inh: cellular human IDE inhibition. hit rate 0.41% among 320,000. HEK cells, FAbetaB cleavage, fluorescence polarization. inhibition, % at 5.59 µM;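 active = percent inhibition above the average of all tested compounds plus 3 SD, set per screening campaign, cut at about 16% in these data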;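 also: IDE supplied by intact live HEK cells; FP after avidin binding of uncleaved biotin substrate so inhibition keeps polarization high; 0% = DMSO wells and 100% = 60 µM reference IDE inhibitor Ii1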
CHRM4 PAM: potentiates acetylcholine response at human M4 receptor; hit rate 0.4% among 360,000; P08173; CHO-K1 hM4/Gqi5, Fluo-8 calcium fluorescence, ACh EC20; 0% = ACh EC20, 100% = maximal ACh; activation, % at 3 µM;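 active = activation above its plate's cutoff, the mean activation of sample wells plus 3 SD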; also: some results filed as inactive read as strong as hits
Active calls of the source: *; / = not tested or not shown.

SMILES	CRFR2-BP ag	CHRM4 antagonist	CHRM5 antagonist	M5 PAM	M4 ag	CRFBP-R2 block	CHRM5 agonist	IDE inh	CHRM4 PAM
CN(C)c1ccc(/C=N/NC(=O)c2ccc3c(c2)OCCO3)cc1	-0.5	7	7	-8	3	0	-3	-2	4
O=C(Nc1ccc([N+](=O)[O-])cc1)NN1CCCCCC1	5.1	5	3	-10	4	-22	6	/	7
COc1ccc(CN2CCCC(C(=O)c3ccc(Cl)cc3)C2)cc1Cn1cncn1 (stereo not given)	-0.6	39*	13	-17	3	-4	-10	3	-25
CC(C)OC(=O)CSc1nnc(Cc2ccccc2)n1Cc1ccco1	-1.8	13	1	0	0	5	-2	-2	-2
O=C(NC(Cc1ccccc1)C(=O)O)/C(=C/c1ccccc1)NC(=O)c1ccccc1 (stereo not given)	0.9	10	3	1	0	27	-2	-5	-8
NS(=O)(=O)c1ccc(Nc2nc(-c3ccc(O)cc3O)cs2)cc1	0.9	1	8	2	1	-5	-2	3	4
O=C(O)/C(=C\c1cccc(F)c1)c1ccc(S(=O)(=O)N2CCCC2)s1	1.1	7	4	2	-1	-4	4	-2	-9
COc1ccc(-n2c(N)c(C(=O)NCc3ccco3)c3nc4ccccc4nc32)c(OC)c1	0.2	2	3	-5	5	-6	2	1	-4
O=C(O)c1csc(Br)c1Br	-1.9	2	-1	-4	1	1	0	-2	2
COc1ccc(C(=O)CNc2ccccc2Br)cc1	-0.1	-6	3	4	1	1	-1	-5	1
Cc1noc(C)c1COc1ccc(CC(=O)NC2CCCCCC2)cc1	-0.1	1	4	0	4	6	0	0	-8
COc1ccc(Cl)c(NCCC(=O)O)c1	0.1	5	-3	0	0	1	1	-4	-4
CCCCCCCCCn1cc(C(C)=O)c(=O)[nH]c1=O	-0.6	1	2	-2	1	-13	0	0	-3
CC(=C/C(=O)O)/C(=C\c1ccc(Br)o1)C(=O)O	-0.5	-6	9	-1	1	-3	-3	0	0
COc1ccc(C(=O)CSc2nc(=O)n3ccc(C)cc3n2)cc1	2.0	-12	1	1	2	16	-1	/	1
O=C(c1ccccc1)c1nn(-c2ccccc2)c2nnc(Cc3ccccc3)c(=O)n12	-0.9	6	-10	2	-2	-3	8	5	-8
CCN1CCN(c2ccc(S(=O)(=O)N3CCCCC3)cc2NC(=O)CC(C)c2ccccc2)CC1 (stereo not given)	-0.2	4	9	-1	1	-7	-4	-1	-6
CC(C)NC(=O)c1ccc(CSCc2ccccc2Cl)o1	-1.9	-6	-2	-8	8	-7	0	2	-5
O=c1c2sccc2n(Cc2cc(=O)n3ccccc3n2)c(=O)n1-c1ccccc1	-1.2	3	1	2	-1	15	-2	5	12
O=C1c2c(-c3ccc(Br)cc3)noc2CCN1Cc1cn(C2CCCC2)nn1	/	-6	4	-1	5	/	1	/	3
O=C(CSc1ncnc2nc[nH]c12)c1ccc2ccccc2c1	1.3	1	14	-22	16	-10	7	1	-3
O=C(CCC1CCCC1)N=C1SC2CS(=O)(=O)CC2N1Cc1ccccc1 (stereo not given)	-0.2	4	2	-6	3	11	1	4	0
COc1ccc(N(CC(=O)N/N=C/c2cc(OC)ccc2OC)S(=O)(=O)c2ccccc2)cc1	0.8	-10	2	5	0	-5	1	2	8
COCCNC(=O)C(=O)c1cc(C)n(-c2ccc([N+](=O)[O-])cc2)c1C	-0.3	7	1	-3	1	7	0	0	-5

Six entries already listed, sorted by the value under CRFR2-BP ag, high to low.
SMILES	CRFR2-BP ag	CHRM4 antagonist	CHRM5 antagonist	M5 PAM	M4 ag	CRFBP-R2 block	CHRM5 agonist	IDE inh	CHRM4 PAM
COc1ccc(C(=O)CSc2nc(=O)n3ccc(C)cc3n2)cc1	2.0	-12	1	1	2	16	-1	/	1
COc1ccc(N(CC(=O)N/N=C/c2cc(OC)ccc2OC)S(=O)(=O)c2ccccc2)cc1	0.8	-10	2	5	0	-5	1	2	8
O=C(CCC1CCCC1)N=C1SC2CS(=O)(=O)CC2N1Cc1ccccc1 (stereo not given)	-0.2	4	2	-6	3	11	1	4	0
CC(=C/C(=O)O)/C(=C\c1ccc(Br)o1)C(=O)O	-0.5	-6	9	-1	1	-3	-3	0	0
CCCCCCCCCn1cc(C(C)=O)c(=O)[nH]c1=O	-0.6	1	2	-2	1	-13	0	0	-3
O=C(c1ccccc1)c1nn(-c2ccccc2)c2nnc(Cc3ccccc3)c(=O)n12	-0.9	6	-10	2	-2	-3	8	5	-8

(cont.)
SMILES	CRFR2-BP ag	CHRM4 antagonist	CHRM5 antagonist	M5 PAM	M4 ag	CRFBP-R2 block	CHRM5 agonist	IDE inh	CHRM4 PAM
COc1cccc(OC)c1C(=O)Nc1ccc([N+](=O)[O-])cn1	-7.0	0	-6	6	1	2	0	0	0
CCOC(=O)N1CCN(C(=O)c2cccc(-n3c(=S)[nH]c4cc(Cl)ccc4c3=O)c2)CC1	-0.2	3	9	-3	-2	-5	-1	1	9
CCOC(=O)C1=C(C)Nc2ncnn2C1c1cccnc1 (stereo not given)	-1.8	6	0	-1	1	14	2	-1	-4
O=C(CSc1nnc2ccccn12)NNC(=O)c1ccc(F)cc1	7.5	-3	2	1	0	-2	3	9	-5
CCCc1cc(=O)[nH]c(SCC(=O)Nc2ncc(S(=O)(=O)c3ccc([N+](=O)[O-])cc3)s2)n1	0.3	21	-7	14	0	-3	-1	-3	5
Cc1cc(NC(=O)c2ccc([N+](=O)[O-])cc2Cl)ccc1NC(=O)c1ccco1	0.7	-4	2	0	1	-5	1	8	-3
CCCOc1ccc(CC(=O)NCC2(c3ccccc3)CCOCC2)cc1OC	0.2	-1	2	3	0	4	-9	-3	3
COC(=O)c1cccc(-c2ccc(/C=N/N3C(=O)C4C5C=CC(C6CC56)C4C3=O)o2)c1 (stereo not given)	-0.7	0	-3	-3	1	16	0	-2	2
COc1ccc(-c2coc3c(C(=O)Nc4cccnc4)cccc23)c(C)c1	/	0	3	-11	11	/	4	/	-10
Cn1cc(-c2nnnn2-c2cccc(C(F)(F)F)c2)c(C(F)(F)F)n1	0.1	3	-1	-4	1	15	0	14	6
CSCCC(NC(=O)c1ccco1)C(=O)NCC1CCCO1 (stereo not given)	1.3	-12	1	-5	1	-11	-3	-2	4
Clc1ccccc1C1SCC2Nc3ccccc3CN21 (stereo not given)	-0.8	0	4	-5	-2	-6	-3	-3	11
O=C(COC(=O)Cn1cnc2ccccc2c1=O)NCC12CC3CC(CC(C3)C1)C2	0.2	-4	-13	7	2	-16	3	6	-8
CCC(CO)Oc1cc(NCc2cccc(F)c2)c2ncn(C(C)C)c2c1 (stereo not given)	0.6	-8	1	12	0	7	0	-2	25
COc1ccc(C(C)=O)cc1COC(=O)C(CO)NS(=O)(=O)c1ccc(Br)cc1 (stereo not given)	-6.8	-4	3	2	3	-12	1	0	-6
c1ccc2c(c1)NC1(CCCC1)n1c-2nc2ccccc21	1.0	-1	3	0	2	-20	-2	0	-2
CC(OC(=O)CCCN=C1NS(=O)(=O)c2ccccc21)C(=O)c1ccccc1 (stereo not given)	9.0	-11	2	-1	18	-10	26*	-6	3
CC(C)CC(=O)NS(=O)(=O)c1ccc(NS(C)(=O)=O)cc1	1.1	-1	13	-1	2	-9	-1	-3	5
O=C(Nc1ccccc1N1CCOCC1)c1cccc(S(=O)(=O)N2CCOCC2)c1	-0.4	9	10	-1	2	-7	0	-6	-2
CCC/C(O)=C1\C(=O)CC(C)(C)CC1=Nc1ccccc1O	-1.4	8	0	4	-2	6	-7	2	-2
CCOC(=O)C1=C(NC#N)OC(C)=C(C)C1c1ccc(O)cc1 (stereo not given)	-0.8	-9	1	-4	0	1	-1	2	8
COC(=O)c1cc(S(=O)(=O)NCC2CCN(Cc3ccc(C)cc3)CC2)cn1C	0.5	-4	-4	2	2	-7	-7	0	2
COc1cc(OC)c(NC(=S)Nc2cccc(C)c2)cc1Cl	-0.2	3	6	4	2	-28	0	-13	8
CN1CCN(NC(=O)c2cc(Br)ccc2Cl)CC1	0.3	1	27*	-13	1	8	-6	-1	-2
CCOC(=O)C(=NCCCN(C)C)NNc1cc(C(F)(F)F)ccc1Cl	-0.1	-4	-1	2	1	-7	-5	-3	3
Cc1nnc(N2C(=O)c3cccc4c([N+](=O)[O-])ccc(c34)C2=O)s1	7.2	11	16	-13	-2	45	-6	11	-8
COc1ccc(S(=O)(=O)/N=C2\C=C(NS(=O)(=O)c3ccccc3)C(=O)c3ccccc32)cc1	-1.4	28*	1	3	-1	17	-3	1	-6
OCC1(Cc2cccc(Cl)c2)CCCN(Cc2cnn(-c3ccccc3)c2)C1 (stereo not given)	0.5	-5	13	-3	9	-2	-8	-4	-22
O=[N+]([O-])c1ccc(NC(=S)N2CCc3ccccc32)cc1	2.8	3	10	-2	4	-5	-3	/	-3
O=C(O/N=C1\CCCc2ccccc21)c1cccc(Cl)c1	-0.3	-8	-7	1	-3	-4	-2	1	-6
O=C(Nc1nnc(C2CC2)s1)c1cccnc1Oc1ccc(Cl)cc1	-0.6	-2	-3	9	1	-20	6	-2	22
COC(=O)C1=C(C)NC2=C(C(=O)CCC2)C1c1cccc(C)n1 (stereo not given)	-0.5	12	15	-7	1	12	-4	5	7
COc1ccc(CCNC(=S)Nc2ccc(OC)cc2)cc1	-2.9	-6	-7	6	0	-4	-4	3	2
CCOc1ccc(NC(=O)CSc2nc3ccccc3nc2N2CC(C)OC(C)C2)cc1 (stereo not given)	-1.1	1	1	1	0	29	1	-3	1
O=C1CCC(=O)N1c1nc2nc(-c3ccccc3)cc(-c3ccccc3)n2n1	0.4	1	5	-5	4	-1	1	-1	2
S=C(NCc1ccccc1)N1CCCCC1	0.5	0	-10	13	2	-34	0	2	13
CC(Sc1nc2c(N)ncnc2n1CCOc1ccccc1)C(=O)O (stereo not given)	1.8	-6	4	-2	1	-15	-2	-3	0
CN(C)c1nc(N)nc(Nc2ccccc2C#N)n1	0.5	-7	3	3	1	-6	0	1	6
CCOc1cc(C(=O)Nc2ccccc2N2CCOCC2)ccc1OCC(=O)N1CCCCC1	-1.5	-4	3	2	2	-4	-2	4	-1
COc1cc(NC(=O)C2CCN(S(=O)(=O)c3cccc4nonc34)CC2)cc(OC)c1	1.5	-10	0	-11	8	8	1	0	0
O=C(/C=C/Nc1cccc(C(F)(F)F)c1)C(F)(F)F	1.1	0	-4	-2	0	-6	1	2	-2
Cc1c(NC(=O)CNCc2ccc3c(c2)OCO3)c(=O)n(-c2ccccc2)n1C	-0.3	0	-2	4	0	-3	-8	7	-9
NC(=O)c1cc([N+](=O)[O-])c(Cl)cc1NCc1ccccn1	-1.4	-3	3	-1	9	-1	5	-2	0
CCCc1cc(=O)n2nc(N3CCC(C(=O)NCc4ccc(C)o4)CC3)sc2n1	0.2	-5	-7	3	2	2	-6	6	1
CC(Oc1ccc(Cl)cc1)C(=O)N(C)CC(=O)Nc1ccc(N2CCOCC2)cc1 (stereo not given)	0.4	1	13	-3	3	-1	-2	1	2
Cc1c(/C=C(\CC(=O)O)c2nc3ccccc3s2)cc(C#N)n1C	-2.5	8	-8	6	1	1	0	7	3
COc1ccc(CN2CCCCC2C)cc1C (stereo not given)	162*	15	-1	-1	1	60*	-7	6	0
COc1ccc(CNS(=O)(=O)c2cc(-c3cc(C)no3)ccc2C)cc1OC	0.0	-15	1	0	6	1	3	0	-2
